Screening data: PubChem, Sanford-Burnham Center for Chemical Genomics
hIAP inh = blocks human intestinal alkaline phosphatase | P09923 | purified IAP, CDP-Star luminescence, 30 min | inhibition, % at 10 µM | 0.12% of 330,000 active;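 active = inhibition reaching a set limit with compound at 10 µM in the primary screen, cut at about 35% in these data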;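 note: plate controls were DMSO wells with enzyme for no effect and no-enzyme buffer wells for full effect; values of inactives mirror those of a sister screen read the other way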
Target sequence (P09923 whole entry, looked up): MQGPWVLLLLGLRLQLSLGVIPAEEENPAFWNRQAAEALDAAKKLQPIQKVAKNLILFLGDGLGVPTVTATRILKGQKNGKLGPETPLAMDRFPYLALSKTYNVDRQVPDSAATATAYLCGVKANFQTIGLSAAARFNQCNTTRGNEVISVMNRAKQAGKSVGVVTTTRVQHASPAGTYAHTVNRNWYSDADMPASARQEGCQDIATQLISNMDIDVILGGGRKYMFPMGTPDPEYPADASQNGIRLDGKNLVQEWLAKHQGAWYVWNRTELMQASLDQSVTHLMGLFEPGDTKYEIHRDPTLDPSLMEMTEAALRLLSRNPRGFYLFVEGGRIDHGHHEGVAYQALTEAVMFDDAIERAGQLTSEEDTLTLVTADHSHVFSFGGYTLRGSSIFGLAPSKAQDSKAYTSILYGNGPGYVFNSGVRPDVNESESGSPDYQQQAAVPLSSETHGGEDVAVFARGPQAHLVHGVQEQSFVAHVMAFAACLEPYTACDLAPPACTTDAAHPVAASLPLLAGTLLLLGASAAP
APOBEC3A inh = blocks human APOBEC3A ssDNA deamination; recombinant A3A, FAM/TAMRA ssDNA deamination fluorescence; inhibition, % at 20 µM; 0.41% of 330,000 active;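 active = at least 40% inhibition at 20 µM here, with at most 30% in a related deaminase screen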;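 note: plate controls were A3A with DMSO for no effect and wells lacking A3A enzyme for full effect; some results filed as inactive read as strong as hits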
Target sequence (P31941 whole entry, looked up): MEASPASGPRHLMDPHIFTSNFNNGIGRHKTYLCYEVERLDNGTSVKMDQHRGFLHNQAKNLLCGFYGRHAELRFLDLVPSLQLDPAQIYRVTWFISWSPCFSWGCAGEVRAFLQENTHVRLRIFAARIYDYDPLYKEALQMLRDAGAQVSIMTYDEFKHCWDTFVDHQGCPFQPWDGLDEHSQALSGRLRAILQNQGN
tim10-1 inh = inhibits growth of tim10-1 mutant yeast. S. cerevisiae tim10-1 ts strain growth, BacTiter-Glo, 24 h. inhibition, % at 20 µM. 2.2% of 330,000 active. AID 463190;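 active = inhibition of at least 40%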;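 note: mutant grown at 25 °C; 0% = DMSO wells with yeast and 100% = wells holding no yeast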
mIAP inh = mouse IAP inhibition; purified mouse IAP, CDP-Star luminescence, 30 min; inhibition, % at 10 µM; 0.2% of 330,000 active; AID 2806;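 active = inhibition of at least 40% at 10 µM in the primary screen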;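 note: plate controls were DMSO with enzyme for no effect and no enzyme wells for full effect; values of inactives mirror those of a sister screen read the other way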
NALP3 yeast inh = blocks the NALP3 inflammasome reconstituted in yeast; Yeast reconstituted NLRP3/ASC/caspase-1, beta-gal luminescence, 24 h; inhibition, % at 10 µM; 0.39% of 330,000 active; AID 2825;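 active = inhibition of 50% or more; inactive = inhibition below 50%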;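 note: plate controls were induced DMSO wells for no effect and uninduced yeast grown without galactose for full effect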
mIAP act = increases mouse intestinal alkaline phosphatase activity; muIAP, CDP-Star luminescence, 30 min; stronger effect = higher value; 1 = vehicle-only enzyme signal, 0 = enzyme-free wells; activation factor at 10 µM; 0.24% of 330,000 active; AID 2805;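 active = activation factor of at least 2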; note: the source names both 10 and 20 µM as test concentration; values of inactives mirror those of a sister screen read the other way
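System: Mouse IAP enzyme | Also added: CDP-Star substrate | Dosing: Compounds dispensed in DMSO | Schedule: 30 min enzyme-substrate-compound incubation at room temperature | Technique: Chemiluminescence readout | Control set: DMSO-only wells and no-enzyme negative control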
MIN6 prolif = MIN6 beta-cell proliferation induction. MIN6 cells proliferation, ATPlite luminescence, 48 h; cells starved in 0.2% serum; 100% = growth in 10% serum. AID 2380. 0.29% of 330,000 active. proliferation, % at 10 µM;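 active = compounds whose signal lies at least 3.5 SD above the mean of all wells on their plate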;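 note: 0% = DMSO-treated cells in low-serum medium and 100% = 10% serum control; some compounds called inactive have numbers as strong as hits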
A3G deaminase = APOBEC3G (human) deaminase inhibition | Q9HC16 | recombinant A3G, ssDNA deamination FAM/TAMRA fluorescence | inhibition, % at 20 µM | 0.28% of 330,000 active | AID 493012;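 active = inhibition of at least 40% at 20 µM, with no more than 30% in the related APOBEC3A deaminase screen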;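 note: plate controls were DMSO wells with A3G for no effect and wells lacking A3G enzyme for full effect; some compounds called inactive have numbers as strong as hits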
Target sequence (Q9HC16 whole entry, looked up): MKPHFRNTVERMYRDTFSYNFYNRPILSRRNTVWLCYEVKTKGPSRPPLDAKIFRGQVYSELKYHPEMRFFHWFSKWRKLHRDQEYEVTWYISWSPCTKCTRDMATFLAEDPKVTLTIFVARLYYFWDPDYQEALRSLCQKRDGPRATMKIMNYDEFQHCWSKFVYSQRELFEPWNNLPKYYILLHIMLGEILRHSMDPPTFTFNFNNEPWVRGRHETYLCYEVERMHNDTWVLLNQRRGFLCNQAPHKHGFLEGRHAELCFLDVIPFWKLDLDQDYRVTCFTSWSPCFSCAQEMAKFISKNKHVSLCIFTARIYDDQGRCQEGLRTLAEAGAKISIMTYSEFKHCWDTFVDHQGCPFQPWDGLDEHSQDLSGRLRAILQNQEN
TIM10 inh = TIM10 yeast growth inhibition. inhibition, % at 10 µM. 1.4% of 330,000 active. S. cerevisiae TIM10 strain growth, BacTiter-Glo luminescence, 24 h;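 active = inhibition of 40% or more at the single tested concentration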;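 note: wild-type TIM10 isogenic control strain grown at permissive 25 °C; 0% = DMSO yeast wells and 100% = minimal medium wells without yeast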
* marks the source's active call; other numbers are inactive results; & = joins results of further samples.

SMILES | hIAP inh | APOBEC3A inh | tim10-1 inh | mIAP inh | NALP3 yeast inh | mIAP act | MIN6 prolif | A3G deaminase | TIM10 inh
COc1cc(C(=O)OCCn2c(=O)c3c(ncn3CCN(C)C)n(C)c2=O)cc(OC)c1OC | 1 | 2 | 6 | 8 | 17 | 0.92 | 0 | -12 | 3
Cc1ccc(-n2[nH]c(C)c(C=Nc3cc(C)ccn3)c2=O)cc1 | -6 | 3 | 22 | 6 | 12 | 0.94 | -3 | 3 | 8
Cc1ccc(NC(=O)C2c3ccccc3Oc3ccccc32)c(C)c1 | 15 | -1 | 9 | -33 | 0 | 1.3 | 0 | -3 | 4
COc1ccccc1Nc1nn2c(=O)c3ccc(C(=O)N4CCC(C)CC4)cc3nc2s1 | -9 | -4 | 38 | 11 | 11 | 0.89 | -3 | -5 | 13
CCn1c(=O)n(CC)c2cc(S(=O)(=O)N3CCCCC3)c(C)cc21 | -44 | -5 | 13 | -6 | 7 | 1.1 | -2 | -7 | 16
Cc1cc(C(=O)NC2CC2)c2ccccc2n1 | 1 | 4 | 7 | -2 | 4 | 1 | -3 | -11 | -22
CC(C)C(CCN1C(=O)CCC1=O)C1CCOC(C)(C)C1 (stereo not given) | 3 | 4 | 4 | 5 | 2 | 0.95 | -2 | -4 | 0
CCCC(=O)C1CCN(Cc2ccccc2)CC1 | 0 | 3 | 0 | -3 | 10 | 1 | -2 | -4 | 2
CC(=O)NN1C(=O)c2ccccc2NC1c1ccccc1O (stereo not given) | -66 | -3 | -1 | 23 | -3 | 0.77 | 1 | -8 | -1
Cc1ccc(Nc2ncnc3c2nnn3Cc2ccccc2)cc1 | 3 | -5 | 12 | 2 | 19 | 0.97 | -1 | -13 | 13
O=C(CCNC(=O)c1ccccc1Cl)Nc1cc(S(=O)(=O)N2CCOCC2)ccc1N1CCOCC1 | -9 | -2 | -13 | -6 | -10 | 1.1 | 1 | -5 | -9
NC(=O)c1ccccc1NS(=O)(=O)Cc1ccc(Cl)cc1 | -3 | -3 | 4 | -1 | 0 | 1 | 1 | -5 | 4
CCOC1CCc2c(C)nc(N)nc2S1 (stereo not given) | 6 | 1 | 22 | -7 | 7 | 1.1 | 2 | -3 | 6
CCc1c(C)nc2ncnn2c1Nc1ccc(C(C)=O)cc1 | -2 | -1 | 8 | -1 | -1 | 1 | 0 | -2 | -8
CCN(CC)S(=O)(=O)c1ccc(N2C(=O)CC2(/C=C/c2ccccc2)C(=O)NC2CCCC2)cc1 (stereo not given) | 4 | -2 | 15 | -10 | -7 | 1.1 | -3 | -5 | 16
Nc1nonc1OCCc1ccccc1 | 1 | -4 | 9 | 12 | -14 | 0.88 | 3 | -7 | 10
Cc1cccc(CCN2C(N(C)C)=NC[C@@H]2CC(C)C)c1 | -2 | 0 | -7 | -13 | 14 | 1.1 | -7 | -4 | -11
O=C(NC1CC1)C1=C[C@@H](c2ccccc2)C[C@@H](OCc2ccc(CO)cc2)O1 | 2 | 1 | 5 | -4 | 21 | 1 | -1 | -1 | -8
COc1ccccc1CN1CCN(S(=O)(=O)c2ccccc2)CC1 | -21 | -9 | 14 | 1 | 16 | 0.99 | -1 | -9 | 7
CCC1(C)Cc2c(sc3nc(SC)nc(NCCN(C)C)c23)CO1 (stereo not given) | 0 | -3 | -15 | -5 | 25 | 1.1 | 0 | -11 | -27
CCn1c(SCC(=O)NCc2ccco2)nc2c1c(=O)n(C)c(=O)n2C | -10 | 1 | 11 | 15 | 1 | 0.85 | 0 | -1 | -5
c1ccc(CNCCC(Cc2ccccc2)c2ccco2)cc1 (stereo not given) | -54 | -2 | 28 | -2 | 26 | 1 | -2 | -5 | 21
Cc1nc2nc(-c3ccc(Cl)cc3)[nH]n2c(=O)c1Cc1ccccc1 | -19 | -3 | -14 | -1 | -34 | 1 | -3 | -6 | -21
O=C(CSc1ccccc1)Nc1ccccc1C(=O)N1CCCC1 | 0 | -4 | 12 | 3 | 12 | 0.97 | -1 | -6 | 13
O=C(Cn1ccc2ccccc2c1=O)NCCC(=O)N1CCN(C(=O)c2ccco2)CC1 | 2 | -2 | -29 | 2 | 12 | 0.98 | 0 | -6 | -2
Next compounds.
SMILES | hIAP inh | APOBEC3A inh | tim10-1 inh | mIAP inh | NALP3 yeast inh | mIAP act | MIN6 prolif | A3G deaminase | TIM10 inh
Cn1c(=O)c(C(=O)COc2ccc(F)cc2Cl)c(N)n(Cc2ccccc2)c1=O | -8 | -2 | 36 | -12 | 22 | 1.1 | -2 | -12 | 10
NC(=O)c1nsc(C(=O)N(Cc2cccnc2)C(C(=O)NC2CCCCC2)c2ccc(F)cc2)c1N (stereo not given) | 6 | 3 | -17 | -12 | 9 | 1.1 | 0 | 3 | -26
Cc1ccc(N(C(=O)CNC(=O)c2ccco2)C(C(=O)NC2CCCC2)c2ccncc2)cc1 (stereo not given) | -5 | -4 | -8 | 0 | 13 | 0.99 | 0 | -9 | -2
CCOc1cc(C2C(C(=O)c3ccc(C)o3)=C(O)C(=O)N2CCc2ccccc2)ccc1O (stereo not given) | 2 | -2 | 32 | 8 | -1 | 0.92 | -2 | -2 | 14
CC(C)C(=O)Nc1cc(S(=O)(=O)Nc2ccc(Cl)cc2)ccc1Cl | -2 | -3 | 30 | -6 | -11 | 1.1 | -4 | -4 | 24
CC1(C)CC(NC(=O)c2ccc(Cl)c(S(=O)(=O)N(Cc3ccccc3)c3ccccc3)c2)CC(C)(C)N1 | 12 | -1 | 8 | 14 | 19 | 0.86 | -7 | -7 | 15
CN(C(=O)COC(=O)c1ccccc1SCC(=O)N1CCCC1)c1ccccc1 | 8 | 3 | 8 | -2 | 3 | 1 | -3 | 0 | -5
Cc1cccc(N2CCN(C(=O)CCNS(=O)(=O)c3ccc4c(c3)oc(=O)n4C)CC2C)c1 (stereo not given) | 2 | -6 | 6 | 2 | 12 | 0.98 | -1 | -7 | -8
Cc1cc(C)c(S(=O)(=O)NCC(=O)NCc2ccco2)c(C)c1 | -9 | -4 | 10 | -7 | 10 | 1.1 | -4 | -1 | 10
N#CCC(=O)N/N=C/c1cn(Cc2ccc(Cl)c(Cl)c2)c2ccccc12 | -38 | -4 | 12 | -4 | 4 | 1 | -3 | -3 | -18
CCSc1nnc(NC(NC(=O)c2ccco2)(C(F)(F)F)C(F)(F)F)s1 | 3 | -1 | 7 | 2 | 1 | 0.98 | 0 | -5 | 5
O=c1oc2c3c4c(cc2c(C(F)(F)F)c1CCN1CCOCC1)CCCN4CCC3 | 7 | -33 | 21 | -32 | 7 | 1.3 | -4 | -57 | 26
COc1ccc(CN(C)C(=O)c2ccc(OCC(=O)Nc3cccc(C(F)(F)F)c3)c(OC)c2)c(OC)c1 | 10 | -2 | 30 | -31 | -2 | 1.3 | -6 | -4 | 30
O=C1OCC2=C1C(c1ccc(Cl)cc1)CC(=O)N2c1ccc(F)cc1 (stereo not given) | -10 | -7 | 20 | -18 | -20 | 1.2 | -2 | -3 | 7
Cc1cccc(C)c1NC(=O)NCCSc1snnc1C | 7 | -3 | 0 | -7 | 10 | 1.1 | -1 | -10 | 7
CC(=O)NCC(=O)OC(C(=O)c1ccccc1)c1ccc(Cl)cc1 (stereo not given) | -3 | -1 | 27 | -2 | -41 | 1 | 1 | -1 | 14
COc1cccc2cc(C(=O)NCc3ccc(Cl)cc3)c(=O)oc12 | 8 | -5 | 22 | 9 | -6 | 0.91 | -3 | -6 | 17
CC1(C)CC(=O)c2cc(C(=O)NCc3ccco3)c(=O)n(-c3ccccc3)c2C1 | -14 | 1 | 22 | -4 | -3 | 1 | 0 | -2 | -1
Clc1cccc(-c2noc3ncnc(Nc4ccc5c(c4)OCO5)c23)c1 | -1 | -3 | 3 | 4 | 22 | 0.95 | -2 | -2 | -2
COc1ccc(NC(=S)N/C(=N/CS(=O)(=O)c2ccccc2)c2ccccc2)cc1 | -7 | -1 | 22 | -3 | 33 | 1 | -3 | -3 | 28
Cc1ccc(CN2CCN(Cc3cc4ccccc4o3)CC2CCO)cc1 (stereo not given) | 7 | -1 | 10 | -8 | 19 | 1.1 | 5 | -3 | -4
Cc1nc2ccccc2nc1OCc1ccccc1 | 9 | -4 | 8 | -3 | 21 | 1 | -1 | -10 | 19
CC1(C)CC(=O)C/C(=N\NC(=O)C2CC2c2ccccc2)C1 (stereo not given) | 14 | 1 | 6 | 7 | 27 | 0.93 | 1 | -2 | 1
N=C(N)Sc1nc(N2CCCCC2)nc(N2CCCCC2)n1 | -7 | 0 | 7 | 7 | -2 | 0.93 | 0 | -4 | -1
CN1C[C@@H]2C[C@@H](C3=Cc4cc(Cl)ccc4OC3)N3CCC[C@@]23C1=O | 6 | -2 | 16 | 3 | 6 | 0.97 | 0 | -10 | 14
More records follow:
SMILES | hIAP inh | APOBEC3A inh | tim10-1 inh | mIAP inh | NALP3 yeast inh | mIAP act | MIN6 prolif | A3G deaminase | TIM10 inh
N#C/C(=C\c1c(N2CCN(c3ccccc3)CC2)nc2ccccn2c1=O)C(N)=O | 15 | -1 | 9 | 3 | 11 | 0.97 | -1 | -8 | 15
Cc1cccc(NC(=S)N(CCCN2CCCC2)Cc2cccn2Cc2ccc(Cl)cc2)c1 | -5 | -9 | -68 | -5 | 22 | 1 | -6 | -7 | -213
O=C(CSc1nc2cc(Cl)ccc2o1)N1CCOCC1 | -7 | -6 | 23 | 1 | 2 | 0.99 | -3 | -7 | 3
COc1ccc(/C=C2\SC(=S)N(C(Cc3ccccc3)C(=O)O)C2=O)cc1 (stereo not given) | 4 | -2 | 18 | 6 | 9 | 0.94 | -2 | -10 | 3
O=C(COc1ccc(Cl)cc1)Nc1ccc2[nH]ncc2c1 | -6 | -7 | 1 | 6 | 13 | 0.94 | 1 | -5 | 6
CCOC(=O)c1ccc(NC(=O)CSc2nnc(-c3cccs3)n2CC)cc1 | 1 | 1 | 11 | -1 | -16 | 1 | -1 | -3 | -1
CN(C)CCN(C(=O)c1ccc2c(c1)CCCC2)c1nc2cc3c(cc2s1)OCCO3 | 0 | 0 | 17 | 0 | 10 | 1 | 3 | -3 | 17
CCOCCOC(=O)C1=C(C)N(C)C(=O)NC1c1cc(Cl)c(O)c(OC)c1 (stereo not given) | 1 | 2 | 14 | 10 | 10 | 0.9 | -3 | -1 | 4
NS(=O)(=O)c1ccc(NCCCn2ccnc2)c([N+](=O)[O-])c1 | 21 | 1 | 7 | 2 | 14 | 0.98 | 3 | -5 | 16
Fc1ccc(-c2nnc(-c3ccc(Cl)cc3Cl)o2)cc1 | -19 | -1 | 17 | 7 | 40 | 0.93 | -5 | 0 | 0
CCc1nnc(NC(=O)CSc2nc3c(cc2C#N)CCCC3)s1 | -1 | -4 | -11 | -8 | 8 | 1.1 | -3 | -2 | -10
CCc1c(C)nc(SCCOc2ccc(OC)cc2)[nH]c1=O | 18 | -3 | 22 | 5 | 9 | 0.95 | 1 | -9 | 23
COC(=O)[C@H]1[C@H]2C[C@H]3c4[nH]c5ccccc5c4CCN3C[C@@H]2CC[C@@H]1O | -7 | -3&-3 | 3 | -6 | 16 | 1.1 | 5 | -8&-6 | 7

3 entries already listed, arranged by length of the SMILES, highest first.
SMILES | hIAP inh | APOBEC3A inh | tim10-1 inh | mIAP inh | NALP3 yeast inh | mIAP act | MIN6 prolif | A3G deaminase | TIM10 inh
COc1ccc(/C=C2\SC(=S)N(C(Cc3ccccc3)C(=O)O)C2=O)cc1 (stereo not given) | 4 | -2 | 18 | 6 | 9 | 0.94 | -2 | -10 | 3
NS(=O)(=O)c1ccc(NCCCn2ccnc2)c([N+](=O)[O-])c1 | 21 | 1 | 7 | 2 | 14 | 0.98 | 3 | -5 | 16
O=C(CSc1nc2cc(Cl)ccc2o1)N1CCOCC1 | -7 | -6 | 23 | 1 | 2 | 0.99 | -3 | -7 | 3
